Screening data deposited in PubChem by several laboratories.
PolyA inh: blocks polyadenylation in yeast reporter cells; S. cerevisiae SKY197-pL101 polyadenylation reporter, beta-gal luminescence; efflux-impaired pdr1/pdr3 knockout yeast; score 100 = 6 SD above DMSO; calls only at 12 µM; 300,000 compounds, 0.02% hits; AID 1875;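 active = lowest replicate activity score at least 50, where 100 means six control SD above control mean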;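 also: yeast exposed to compound for 9 h at 30 °C; higher score means more reporter readthrough which indicates perturbed polyadenylation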
aSyn 5UTR inh: 5' untranslated region of α-synuclein, MLPCN primary screen. 300,000 compounds, 0.82% hits. alpha-synuclein 5'UTR reporter, inhibitor activity. inhibition, % (tested at 7.5 µM). AID 1813; in the data active = inhibition above about 60%;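 also: H4 neuroglioblastoma cells stably carrying SNCA 5'UTR luciferase fusion; 0% = DMSO wells and 100% = positive control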
AI-2 QS modul: Vibrio harveyi AI-2 quorum sensing modulation; Vibrio harveyi JMH597 AI-2 luminescence/OD600 ratio, 9 h; hits give low values; strain lacks LuxN and CqsS sensors; 0 = neutral-control median; activity change, % at 7.5 µM; 300,000 compounds, 0.4% hits; AID 2094; in the data active = activity change below about -75%, passing the limit was not always enough;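 also: luminescence divided by OD600 gain over 9 h not by final OD600 alone; inactives centre near 13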
GSK3B inh: blocks human GSK3beta kinase activity; AID 2097; activity score (negative = inhibition), % at 10 µM; 300,000 compounds, 0.038% hits; GST-GSK3beta kinase, ADP-Glo luminescence, 60 min; hits give low values;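 active = more than half of replicate wells score below -50%, meaning over 50% inhibition versus plate controls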;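 also: 0% = median DMSO wells and -100% = median GW8510 positive control wells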
Target sequence (P49841 whole entry, looked up): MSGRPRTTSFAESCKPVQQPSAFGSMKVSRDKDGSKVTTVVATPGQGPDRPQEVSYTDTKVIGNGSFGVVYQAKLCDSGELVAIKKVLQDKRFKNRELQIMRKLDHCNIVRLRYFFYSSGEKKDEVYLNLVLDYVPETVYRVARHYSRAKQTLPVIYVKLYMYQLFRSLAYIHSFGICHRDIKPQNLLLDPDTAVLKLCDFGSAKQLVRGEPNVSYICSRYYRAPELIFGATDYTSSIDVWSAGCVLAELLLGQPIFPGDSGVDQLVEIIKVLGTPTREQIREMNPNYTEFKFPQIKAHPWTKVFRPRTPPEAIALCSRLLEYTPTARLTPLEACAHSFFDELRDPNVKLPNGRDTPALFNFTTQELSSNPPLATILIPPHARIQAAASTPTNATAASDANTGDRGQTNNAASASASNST
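test system = GST-tagged human GSK3beta kinase, cell-free | reagent = 25 µM ATP with peptide substrate | dosing = one dose of 10 µM per compound | schedule = 60 min reaction, RT | detection = luminescent ADP-Glo measurement of ADP formed | control set = DMSO neutral wells and GW8510 at 20 µM as positive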
IEC-6 cytotox: IEC-6 cytotoxicity, counter-screen for KLF5 inhibitors; luminescence viability; inhibition, % at 5 µM; 290,000 compounds, 0.78% hits; AID 1825; in the data active = inhibition above about 22%;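 also: 0% = plate median of test compound wells and 100% = cytotoxic reference compound wells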
GSK3 alpha inh: human GSK-3 alpha kinase inhibition; ADP-Glo luminescence, 60 min; P49840; 320,000 compounds, 0.1% hits; inhibition, % at 10 µM;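 in the data active = inhibition above about 50%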;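 also: GST-tagged GSK-3 alpha with peptide substrate and 25 µM ATP; 0% = DMSO neutral wells and 100% = GW8510 positive control wells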
Target sequence (P49840 whole entry, looked up): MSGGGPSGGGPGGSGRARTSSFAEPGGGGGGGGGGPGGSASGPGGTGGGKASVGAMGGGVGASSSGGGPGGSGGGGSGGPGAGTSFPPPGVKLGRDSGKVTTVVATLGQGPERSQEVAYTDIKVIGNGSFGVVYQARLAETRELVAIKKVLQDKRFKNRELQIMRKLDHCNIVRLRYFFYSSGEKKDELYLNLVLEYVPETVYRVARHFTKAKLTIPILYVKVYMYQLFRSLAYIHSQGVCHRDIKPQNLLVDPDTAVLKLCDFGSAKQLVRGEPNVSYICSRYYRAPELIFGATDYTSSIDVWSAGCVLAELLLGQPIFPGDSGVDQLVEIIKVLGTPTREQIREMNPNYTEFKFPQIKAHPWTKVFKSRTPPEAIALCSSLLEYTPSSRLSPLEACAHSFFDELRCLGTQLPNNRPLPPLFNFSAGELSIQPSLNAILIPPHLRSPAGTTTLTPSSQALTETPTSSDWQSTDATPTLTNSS
HSF1 inhib: HSF1 inhibition | NIH3T3-HGL HSE-luciferase, MG132-induced, luminescence 8 h; hits give low values | activity change, negative = inhibition, % at 7.5 µM (by protocol) | 300,000 compounds, 0.77% hits;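 active = more than half of replicate wells show activity change below -50%, luminescence cut by over half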;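 also: luciferase reports HSF-1 transcriptional activity via heat shock element; 0% = median of DMSO wells and -100% = zero luminescence signal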
KLF5 inh: kruppel-like factor 5 inhibition; inhibition, % at 5 µM; AID 1700; DLD-1 KLF5 promoter-luciferase reporter, luminescence; 290,000 compounds, 0.23% hits;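 active = inhibition above a per-plate limit of that plate's mean compound inhibition plus 3 SD, cut at about 60% in these data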;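 also: 0% = DMSO wells and 100% = LY294002 at 200 µM; higher means less KLF5 promoter-driven luciferase light; inactives centre near -14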
HSP90 refold inh: inhibitors of HSP90 luciferase refolding in rabbit reticulocyte lysate | luciferase refolding luminescence, 3 h | inhibition, % at 5.6 µM | 290,000 compounds, 0.91% hits;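 active = inhibition above the screen-wide mean plus 3 SD, computed separately per campaign, cut at about 16% in these data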;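 also: 0% = DMSO wells and 100% = 60 µM geldanamycin wells; inhibitors lower the luminescence because luciferase stays unfolded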
HSF-1 act: increases HSF-1 driven luciferase reporter signal. NIH3T3-HGL HSF-1 luciferase reporter, MG132, 8 h; 100% = twice DMSO control signal. 300,000 compounds, 1.7% hits. activation, % at 9 µM;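 active = mean replicate activation of at least 50% with a set share of replicates each reaching 50%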;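 also: 0% = median of the neutral control wells and 100% = twice that signal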
* = called active by the depositor. An excerpt. The share of hits here may be higher or lower than overall.

COc1ccc(C(CNC(=O)c2ccc(C)o2)N2CCOCC2)cc1 (stereo unspecified) was read as PolyA inh inactive, aSyn 5UTR inh 3, AI-2 QS modul 15, GSK3B inh 2, GSK3 alpha inh 0, HSF1 inhib 1 and HSF-1 act -8.
Cc1cccc(C(C(=O)NC2CCCC2)N(Cc2cccnc2)C(=O)c2csnn2)c1 (stereo unspecified) was read as PolyA inh inactive, aSyn 5UTR inh 1, AI-2 QS modul 13, GSK3B inh 1, IEC-6 cytotox 0, GSK3 alpha inh -1, HSF1 inhib 0, KLF5 inh -14, HSP90 refold inh -4 and HSF-1 act 4.
For Cc1cc(C)n2ncc(/C(N)=N/OC(=O)Nc3ccccc3)c2n1 the results were PolyA inh inactive, aSyn 5UTR inh -3, AI-2 QS modul 14, GSK3B inh 2, IEC-6 cytotox 6, GSK3 alpha inh -5, HSF1 inhib -1, KLF5 inh -13, HSP90 refold inh 4 and HSF-1 act 26.
`CCCN1CCN(S(=O)(=O)c2ccc3c(c2)NC(=O)C(C)C(=O)N3)CC1` (stereo unspecified) gave PolyA inh inactive, aSyn 5UTR inh 5, AI-2 QS modul 31, GSK3B inh 0, IEC-6 cytotox 11, GSK3 alpha inh -1, HSF1 inhib -4, KLF5 inh -11, HSP90 refold inh -1 and HSF-1 act -6.
Cn1c(C(=O)N2CCc3ccccc3C2)cc2oc3ccccc3c21 was read as PolyA inh inactive, aSyn 5UTR inh -137, AI-2 QS modul 25, GSK3B inh 1, IEC-6 cytotox -9, GSK3 alpha inh -2, HSF1 inhib 41, KLF5 inh -21, HSP90 refold inh -3 and HSF-1 act 66*.
Screening O=C(Nc1cccc([N+](=O)[O-])c1)c1ccncc1 returned PolyA inh inactive, aSyn 5UTR inh -7, AI-2 QS modul 17, GSK3B inh -1, IEC-6 cytotox 10, GSK3 alpha inh 4, HSF1 inhib -1, KLF5 inh -12, HSP90 refold inh -3 and HSF-1 act -12.
Screening CC1(C)CC(=O)c2c(-c3cccs3)n[nH]c2C1 returned PolyA inh inactive, aSyn 5UTR inh -26, AI-2 QS modul 11, GSK3B inh -2, IEC-6 cytotox -4, GSK3 alpha inh 1, HSF1 inhib -21, KLF5 inh -14, HSP90 refold inh 5 and HSF-1 act -13.
Screening CC(=O)Cc1nsc(NC(=O)c2ccc(-c3ccc(Cl)c(C(F)(F)F)c3)o2)n1 returned PolyA inh inactive, aSyn 5UTR inh -11, AI-2 QS modul 32, GSK3B inh -4, GSK3 alpha inh 4, HSF1 inhib -2 and HSF-1 act -6.
COc1cccc(-c2nc(CS(=O)CC(=O)NC3CC3)c(C)o2)c1 (stereo unspecified) was read as PolyA inh inactive, aSyn 5UTR inh -28, AI-2 QS modul 11, GSK3B inh 3, IEC-6 cytotox -3, GSK3 alpha inh 4, HSF1 inhib 1, KLF5 inh -1, HSP90 refold inh -2 and HSF-1 act -4.
Screening Cc1cc(C(=O)COc2ccccc2C(N)=O)c(C)n1C1CC1 returned PolyA inh inactive, aSyn 5UTR inh -76, AI-2 QS modul 20, GSK3B inh 7, IEC-6 cytotox -7, GSK3 alpha inh -2, HSF1 inhib 11, KLF5 inh -30, HSP90 refold inh -2 and HSF-1 act 23.
CC(OC(=O)Cn1cnc2c1c(=O)n(C)c(=O)n2C)C(=O)N(C)c1ccccc1 (stereo unspecified) was read as PolyA inh inactive, aSyn 5UTR inh -10, AI-2 QS modul 0, GSK3B inh 1, GSK3 alpha inh -1, HSF1 inhib 0 and HSF-1 act -3.
Screening NC(=NCCc1ccccc1)NS(=O)(=O)c1cccs1 returned PolyA inh inactive, aSyn 5UTR inh -1, AI-2 QS modul 20, GSK3B inh 2, IEC-6 cytotox 6, GSK3 alpha inh -1, HSF1 inhib 3, KLF5 inh -15, HSP90 refold inh 1 and HSF-1 act 8.
For O=C1CSC(c2ccc(F)cc2)N1c1c(F)cccc1F (stereo unspecified) the results were PolyA inh inactive, aSyn 5UTR inh 5, AI-2 QS modul 18, GSK3B inh 1, IEC-6 cytotox -2, GSK3 alpha inh -2, HSF1 inhib -2, KLF5 inh -16, HSP90 refold inh -3 and HSF-1 act -7.
Cc1ccccc1OCCC(=O)OCC(=O)Nc1ccc2[nH]c(=O)[nH]c2c1 was read as PolyA inh inactive, aSyn 5UTR inh -1, AI-2 QS modul 23, GSK3B inh 1, GSK3 alpha inh -3, HSF1 inhib -6 and HSF-1 act -23.
`O=C(CCc1nc2cccnc2n1Cc1ccccc1)NCCc1ccc(Cl)cc1` gave PolyA inh inactive, aSyn 5UTR inh 31, AI-2 QS modul 16, GSK3B inh -3, IEC-6 cytotox 7, GSK3 alpha inh -1, HSF1 inhib 6, KLF5 inh 13, HSP90 refold inh 4 and HSF-1 act 11.
COc1ccc(-n2ncc3c2CC(C)(C)CC3NC(=O)CCN2CCCCC2=O)cc1 (stereo unspecified) was read as PolyA inh inactive, aSyn 5UTR inh 17, AI-2 QS modul -7, GSK3B inh 1, IEC-6 cytotox -2, GSK3 alpha inh -6, HSF1 inhib 0, KLF5 inh -8, HSP90 refold inh -4 and HSF-1 act 14.
`CC(C)Cn1c2c(c(O)c(C(=O)Nc3ccc(F)cc3)c1=O)CCCC2` gave aSyn 5UTR inh 0, AI-2 QS modul 18, GSK3B inh -2, IEC-6 cytotox 1, GSK3 alpha inh -1, HSF1 inhib -5, KLF5 inh -3, HSP90 refold inh 3 and HSF-1 act -5.
Screening Cc1ccc2nc(N/C(=N/S(=O)(=O)c3ccc(F)cc3)c3ccccc3)sc2c1 returned PolyA inh inactive, aSyn 5UTR inh -107, AI-2 QS modul 11, GSK3B inh 2, IEC-6 cytotox -1, GSK3 alpha inh -1, HSF1 inhib 13, KLF5 inh -85, HSP90 refold inh -4 and HSF-1 act 10.
Screening CC(=O)N(C)c1ccc(NS(=O)(=O)Cc2ccccc2)cc1 returned PolyA inh inactive, aSyn 5UTR inh -16, AI-2 QS modul 31, GSK3B inh 1, IEC-6 cytotox -2, GSK3 alpha inh -2, HSF1 inhib -37, KLF5 inh -10, HSP90 refold inh 3 and HSF-1 act -51.
`CCCN1C(=O)SC(CC(=O)Nc2cccc3ccccc23)C1=O` (stereo unspecified) gave AI-2 QS modul 31, GSK3B inh -3, IEC-6 cytotox -2, GSK3 alpha inh 2, KLF5 inh 5 and HSP90 refold inh 2.

The list goes on; the last two above are carried over.
Screening CC(=O)N(C)c1ccc(NS(=O)(=O)Cc2ccccc2)cc1 returned PolyA inh inactive, aSyn 5UTR inh -16, AI-2 QS modul 31, GSK3B inh 1, IEC-6 cytotox -2, GSK3 alpha inh -2, HSF1 inhib -37, KLF5 inh -10, HSP90 refold inh 3 and HSF-1 act -51.
`CCCN1C(=O)SC(CC(=O)Nc2cccc3ccccc23)C1=O` (stereo unspecified) gave AI-2 QS modul 31, GSK3B inh -3, IEC-6 cytotox -2, GSK3 alpha inh 2, KLF5 inh 5 and HSP90 refold inh 2.
Screening Cn1c(CO)cnc1SCC(=O)c1ccc(F)cc1 returned PolyA inh inactive, aSyn 5UTR inh -65, AI-2 QS modul 13, GSK3B inh 0, IEC-6 cytotox -6, GSK3 alpha inh -2, HSF1 inhib 6, KLF5 inh -58, HSP90 refold inh 1 and HSF-1 act 25.
CC(O)(CS(=O)(=O)Cc1ccccc1)C(=O)Nc1cccc(C(F)(F)F)c1 (stereo unspecified) was read as PolyA inh inactive, aSyn 5UTR inh -24, AI-2 QS modul 15, GSK3B inh -1, IEC-6 cytotox -6, GSK3 alpha inh 2, HSF1 inhib -6, KLF5 inh 4, HSP90 refold inh -1 and HSF-1 act 20.
`CCOc1ccc(S(=O)(=O)N2CCOCC2)cc1NC(=O)Cc1c(F)cccc1Cl` gave PolyA inh inactive, aSyn 5UTR inh 11, AI-2 QS modul 27, GSK3B inh -3, GSK3 alpha inh 2, HSF1 inhib 9 and HSF-1 act 4.
COc1cc2c(cc1OC)CN(C(=O)c1cccs1)CC2 was read as PolyA inh inactive, aSyn 5UTR inh -4, AI-2 QS modul 16, GSK3B inh 5, IEC-6 cytotox 3, GSK3 alpha inh 1, HSF1 inhib -6, KLF5 inh -2, HSP90 refold inh 0 and HSF-1 act 11.
Screening COc1ccc(NC(=O)CN(C)C(=O)c2ccc3c(c2)OCCO3)cc1 returned PolyA inh inactive, aSyn 5UTR inh -7, AI-2 QS modul 30, GSK3B inh -1, GSK3 alpha inh 0, HSF1 inhib 3 and HSF-1 act -9.
`COc1ccc(C2/C(=C(/O)c3ccc(F)cc3)C(=O)C(=O)N2c2ccccn2)cc1OC` (stereo unspecified) gave PolyA inh inactive, aSyn 5UTR inh -4, AI-2 QS modul 4, GSK3B inh 0, IEC-6 cytotox 2, GSK3 alpha inh -1, HSF1 inhib 6, KLF5 inh -5, HSP90 refold inh 4 and HSF-1 act -5.
Screening S=C(Nc1ccc(Cl)cc1)NC1CC2CCCC(C1)N2C1CC1 (stereo unspecified) returned PolyA inh inactive, aSyn 5UTR inh -20, AI-2 QS modul -12, GSK3B inh -3, IEC-6 cytotox 8, GSK3 alpha inh -3, HSF1 inhib 0, KLF5 inh -10, HSP90 refold inh 3 and HSF-1 act 9.
Screening COc1ccc(-c2[nH]ncc2CN2CCCO2)cc1F returned PolyA inh inactive, aSyn 5UTR inh -28, AI-2 QS modul -3, GSK3B inh -1, IEC-6 cytotox -1, GSK3 alpha inh 0, HSF1 inhib -3, KLF5 inh -3, HSP90 refold inh -5 and HSF-1 act 13.
`CSc1ccc(NC(=O)NCCCN2CCN(c3ccccc3F)CC2)cc1` gave PolyA inh inactive, aSyn 5UTR inh 31, AI-2 QS modul 10, GSK3B inh -2, IEC-6 cytotox 2, GSK3 alpha inh 1, HSF1 inhib 1, KLF5 inh -17, HSP90 refold inh 1 and HSF-1 act 6.
`Cc1ccc(S(=O)(=O)NNC(=O)Nc2cccc(C)c2C)c(C)c1` gave PolyA inh inactive, aSyn 5UTR inh 13, AI-2 QS modul 23, GSK3B inh 0, IEC-6 cytotox -1, GSK3 alpha inh -2, HSF1 inhib 6, KLF5 inh -27, HSP90 refold inh -1 and HSF-1 act 7.
O=C(NC1CCSc2ccccc21)c1cccc(S(=O)(=O)N2CCOCC2)c1 (stereo unspecified) was read as PolyA inh inactive, aSyn 5UTR inh 9, AI-2 QS modul 4, GSK3B inh -3, GSK3 alpha inh 0, HSF1 inhib -7 and HSF-1 act -3.
COc1cc(NC(=O)COC(=O)CNC(=O)c2cc(C)cc(C)c2)c(C)cc1[N+](=O)[O-] was read as PolyA inh inactive, aSyn 5UTR inh 10, AI-2 QS modul -1, GSK3B inh 1, IEC-6 cytotox -4, HSF1 inhib -2, KLF5 inh -6, HSP90 refold inh -2 and HSF-1 act 4.
`COc1cccc(CSc2nc3ccncc3[nH]2)c1` gave PolyA inh inactive, aSyn 5UTR inh -42, AI-2 QS modul -56, GSK3B inh -1, IEC-6 cytotox 9, GSK3 alpha inh 2, HSF1 inhib 12, KLF5 inh -2, HSP90 refold inh 11 and HSF-1 act 41.
C=CCNC(=O)/C(=C/c1ccc(Br)cc1)NC(=O)c1ccccc1OC was read as PolyA inh inactive, aSyn 5UTR inh 15, AI-2 QS modul 6, GSK3B inh -4, IEC-6 cytotox 5, GSK3 alpha inh 12, HSF1 inhib 0, KLF5 inh -1, HSP90 refold inh -2 and HSF-1 act -4.
